Screening results from PubChem BioAssay.
EBNA-1 inhibitor – EBNA-1 DNA-binding inhibitors, primary screen, biochemical, fluorescence polarization; hit rate 0.34% among 300,000; inhibition, % at 14.8 µM; in the data active means inhibition above about 28%
Efflux pump inh – inhibitors of Candida efflux pumps in yeast, primary screen, S. cerevisiae, Nile Red, multiplex | S. cerevisiae Candida pump triplex | inhibition, % at 10 µM | hit rate 0.44% among 330,000 | AID 485275, 2010;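 active means plate passing quality check with inhibition over a set limit, or well fluorescence over plate mean plus 4 SD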;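 further: Nile Red retained in pooled yeast measured as flow cytometry median fluorescence; 0% = buffer negative control and 100% = Enniatin B positive control; higher means more Nile Red kept so more efflux inhibition; some compounds called inactive have numbers as strong as hits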
Fh CTSL1 inh – Fasciola hepatica cathepsin L1 inhibitors, primary screen, counter-screen for PFM18AAP inhibitor project, biochemical, QFRET, fluorogenic peptide substrate | recombinant F. hepatica cathepsin L1, Z-Leu-Arg-MCA fluorescence | inhibition, % at 5.96 µM | hit rate 0.49% among 300,000;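 active means inhibition above the mean of all tested compounds plus 3 SD, set per screening campaign, cut at about 17% in these data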;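 further: 0% = plate median of test compound wells and 100% = 1 µM Z-Phe-Ala-diazomethylketone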
PP5 inh – PP5 phosphatase inhibitors, primary screen, biochemical, fluorescence. Serine/threonine-protein phosphatase 5 (Homo sapiens), P53041. purified PP5c, OMFP substrate fluorescence. inhibition, % at 6.7 µM. hit rate 0.18% among 320,000;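 active means inhibition above the campaign's mean inhibition across all tested compounds plus 3 SD, cut at about 9.5% in these data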;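 further: 0% = DMSO only and 100% = 100 µM cantharidin control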
Target sequence (P53041 whole entry, looked up): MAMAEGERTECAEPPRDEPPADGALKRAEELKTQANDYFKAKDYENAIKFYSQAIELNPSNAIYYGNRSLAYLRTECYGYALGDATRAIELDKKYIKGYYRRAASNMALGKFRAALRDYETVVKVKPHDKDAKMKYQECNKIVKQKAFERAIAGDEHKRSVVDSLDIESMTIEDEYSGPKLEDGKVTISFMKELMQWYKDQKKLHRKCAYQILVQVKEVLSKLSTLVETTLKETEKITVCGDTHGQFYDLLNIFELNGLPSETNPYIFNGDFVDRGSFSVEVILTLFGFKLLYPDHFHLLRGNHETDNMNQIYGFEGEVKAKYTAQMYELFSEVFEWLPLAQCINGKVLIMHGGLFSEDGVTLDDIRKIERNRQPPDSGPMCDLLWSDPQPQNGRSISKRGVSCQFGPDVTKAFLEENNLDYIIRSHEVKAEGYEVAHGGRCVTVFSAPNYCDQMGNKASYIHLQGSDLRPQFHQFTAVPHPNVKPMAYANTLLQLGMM
HCV core dimer – inhibitors of HCV core protein dimerization, primary screen, biochemical, TR-FRET, high-throughput. AID 1899, 2009. hit rate 0.33% among 300,000. TR-FRET GST/Flag-core106 dimerization, 1536-well. inhibition, % at 5 µM;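 active means inhibition above the mean of all tested compounds plus 3 SD, set per screening campaign, cut at about 45% in these data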
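System: GST/Flag-tagged HCV core106 proteins. Incubation: compound-protein-antibody incubation 4 h at 22.5 °C. Technique: HTRF with 340 nm excitation, 617/671 nm emission. Medium: KF-containing HEPES buffer, pH 7.45, DTT, CHAPS, BSA. Read-out: inhibition (%) from 671 over 617 nm ratio. Also added: Eu(K)-anti-GST 90 ng/mL plus XL665-anti-Flag 1 µg/mL.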
ZTA DNA inh – blocks Epstein-Barr virus ZTA, an EBNA-1 counter-screen; P03206; ZTA-DNA binding, fluorescence polarization; inhibition, % at 11 µM; hit rate 0.15% among 320,000; AID 2234; in the data active means inhibition above about 33%
Target sequence (P03206 whole entry, looked up): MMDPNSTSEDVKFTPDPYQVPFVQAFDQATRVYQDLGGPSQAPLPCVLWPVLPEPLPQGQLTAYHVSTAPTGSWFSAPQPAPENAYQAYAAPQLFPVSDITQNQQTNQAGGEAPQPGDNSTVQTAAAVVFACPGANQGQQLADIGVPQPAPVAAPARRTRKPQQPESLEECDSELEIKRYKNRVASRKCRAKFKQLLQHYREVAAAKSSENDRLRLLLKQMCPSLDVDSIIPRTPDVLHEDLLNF
PREPL inhibitor – PREPL enzyme inhibitors, primary screen, biochemical, fluorescence polarization. recombinant PREPL, fluorescence polarization activity-based probe. hit rate 0.68% among 320,000. Prolyl endopeptidase-like (Homo sapiens), Q4J6C6. inhibition, % at 5.96 µM. AID 2751, 2010; in the data active means inhibition above about 43%;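 further: 0% = enzyme with DMSO and 100% = wells lacking enzyme; many of its hits are not listed in these tables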
PP1 inh – PP1-alpha phosphatase inhibitors, primary screen, counter-screen for PP5 inhibitor project, biochemical, fluorescence, OMFP substrate, single point | Serine/threonine-protein phosphatase PP1-alpha catalytic subunit (Homo sapiens), P62136 | purified PP1alpha | inhibition, % at 6.7 µM | hit rate 0.9% among 320,000;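 active means inhibition above the mean inhibition of all tested compounds plus 3 SD, computed separately for each screening campaign, cut at about 15% in these data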
TPT1 inhibitor – Candida albicans TPT1 enzyme inhibitors, primary screen, biochemical, fluorescence polarization; tRNA 2'-phosphotransferase TPT1 (Candida albicans SC5314); recombinant caTPT1, FP RNA substrate dephosphorylation; inhibition, % at 5 µM; hit rate 0.81% among 300,000;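 active means inhibition above the mean of all tested compounds plus 3 SD, set per screening campaign, cut at about 24% in these data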;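 further: plate controls were DMSO alone for no effect and ferristatin control at 100 nM for full effect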
* hit, by the source's call; . = not tested or not shown; & = joins results of further samples. An excerpt. The share of hits here may be higher or lower than overall.

cpd	SMILES	EBNA-1 inhibitor	Efflux pump inh	Fh CTSL1 inh	PP5 inh	HCV core dimer
1	CCC(=O)Nc1ccc2c(c1)nc1n2CCSC1	-1	0.1	-2	1.6	1
2	CCC(NC(=O)C1CCCC1)c1ccccc1 (stereo not given)	-6	0.1	-6	2.4	-5
3	COc1ccc(-c2ccc(SCC(=O)NC3CCCCC3)nn2)cc1	1	0.1	3	1.1	7
4	CSCCC(NC(=O)c1cccc([N+](=O)[O-])c1)C(=O)O (stereo not given)	-1	0.0	-3	1.9	-14
5	CCOC(=O)N1CCN(S(=O)(=O)c2ccc3[nH]c(=O)oc3c2)CC1	6	-0.1	-3	-0.7	-3
6	C=CCNC(=O)NC(=O)CSc1nc2cc([N+](=O)[O-])ccc2n1-c1cccc(C(F)(F)F)c1	4	0.0	2	2.1	18
7	CC(=O)NC(CC(=O)N(C)Cc1cccc(Cl)c1Cl)c1ccccc1 (stereo not given)	9	-0.1	1	-1.5	0
8	C/C(=N\Nc1nncc2ccccc12)c1cccc(OC(F)F)c1	14	0.1	7	1.1	3
9	COc1cc(C(=O)OCc2nc3ccsc3c(=O)[nH]2)c([N+](=O)[O-])cc1OC	-2	0.1	-3	1.9	0
10	COc1ccc(NC(=O)c2ccc(Cn3cc(Cl)cn3)cc2)cc1	-21	0.0	-2	2.0	2
11	Cc1[nH]oc(=O)c1N=Nc1c(Cl)cccc1Cl	0	0.1	1	0.3	6
12	CC1(C)C(=O)Nc2ccccc2N1C(=O)COC(=O)C1CCCCC1	-10	0.1	14	0.8	3

cpd	ZTA DNA inh	PREPL inhibitor	PP1 inh	TPT1 inhibitor
1	7	9	1	3
2	18	-2	-6	0
3	0	36	0	-5
4	-20	2	2	-1
5	-9	-6	2	0
6	-13	2	1	0
7	14	12	-2	3
8	9	-4	-3	2
9	-3	1	-5	0
10	8	3	5	-2
11	4	-5	0	1
12	2	8	-4	1

The closing 2 entries of the part before lead into the next:
cpd	SMILES	EBNA-1 inhibitor	Efflux pump inh	Fh CTSL1 inh	PP5 inh	HCV core dimer
11	Cc1[nH]oc(=O)c1N=Nc1c(Cl)cccc1Cl	0	0.1	1	0.3	6
12	CC1(C)C(=O)Nc2ccccc2N1C(=O)COC(=O)C1CCCCC1	-10	0.1	14	0.8	3
13	N#C/C(=C\c1cccnc1)C(=O)Nc1ccccc1	5	0.3	-1	0.8	3
14	CCOC(=O)N1CCC(Nc2c(NCCCN3CCN(C4CCCCC4)CC3)c(=O)c2=O)CC1	1	0.0	-4	2.5	5
15	Fc1ccc(-c2oncc2-c2nnnn2-c2ccccc2)cc1F	0	-0.2	-3	1.2	1
16	COc1ccc(S(=O)(=O)N2CCc3cc(OC)c(OC)cc3C2)cc1	4	-0.1	-2	0.3	-4
17	CC(C)=C(NC(=O)c1ccccc1)C(=O)N1CCOCC1	1	0.0	-1	2.1	5
18	CCOC(=O)c1cc(CC)sc1NC(=O)CC1SC(N)=NC1=O (stereo not given)	-5	0.1	4	3.1	-7
19	CCC1=NN2C(=N)/C(=C/c3ccc(OS(=O)(=O)c4ccc(C)cc4)c(OC)c3)C(=O)N=C2S1	-3	0.0	-1	1.5	15
20	CCC(C)(C(=O)Nc1ccc2c(c1)OCCO2)N(C(C)=O)c1ccc(C(N)=O)cc1 (stereo not given)	-6	-0.1	-3	-0.8	-10
21	CCOc1ccc(CCNC(=O)COC(=O)c2cccc(N(C)C)c2)cc1OCC	-6	0.1	2	-3.2	-2
22	O=c1/c(=C/c2cccc3ccccc23)sc2ncnn12	-14	0.5	7	1.7	-3
23	COc1ccc(Nc2ncc(C#N)c(N)n2)c(OC)c1	-8	0.0	0	-1.0	-3
24	Cc1ccc(NS(=O)(=O)c2cccc3nsnc23)cc1[N+](=O)[O-]	-5	0.1	0	-1.7	4

cpd	ZTA DNA inh	PREPL inhibitor	PP1 inh	TPT1 inhibitor
11	4	-5	0	1
12	2	8	-4	1
13	8	-2	4	1
14	15	3	-2	-1
15	-5	-25	-4	-13
16	-7	10	6	-6
17	6	8	-2	-2
18	-8	-4	-5	0
19	-1	0	5	3
20	-16	11	1	-1
21	-13	17	-2	3
22	2	0	-8	3
23	14	1	-4	-4
24	-2	20	-3	-2

Additional results:
cpd	SMILES	EBNA-1 inhibitor	Efflux pump inh	Fh CTSL1 inh	PP5 inh	HCV core dimer
25	Cc1cc(C)n(CC(=O)NNC(=O)c2ccc(NC(=O)CC#N)cc2)n1	.	-0.1	.	-1.5	.
26	O=C(NCc1ccccn1)C1CCC(=O)N1C1CCCCC1 (stereo not given)	3	0.0	-1	-0.3	-3
27	CCCOCCc1nnc(N)s1	-1	0.0	-7	-2.2	-3
28	O=C(COc1ccccc1F)N1CCN(S(=O)(=O)/C=C/c2ccccc2)CC1	-5	-0.1	3	1.0	-8
29	COCCSc1nnc(NC(=O)CSc2ccccc2)s1	7	0.0	2	0.8	-5
30	CCOC(=O)c1cc2c(=O)n3ccccc3nc2n(CCOC)c1=NC(=O)c1c(-c2c(F)cccc2Cl)noc1C	7	-0.1	2	1.1	14
31	O=c1cc(-c2ccccc2)[nH]n2cnnc12	-10	0.1	6	-3.9	-10
32	O=C(COC(=O)CNC(=O)c1ccccc1)Nc1cccc(Br)c1	5	-0.1	-10	-0.1	-4
33	O=C1NC(=O)C(c2ccccc2)(c2ccccc2)N1	0&0	0.1&-0.1	3&6	3.7&-1.4	2&-4
34	COCCCNC(=S)N/N=C/c1ccc(N(C)C)cc1	-15	0.1	1	-0.2	-13
35	COc1ccc(N2CCN(C(=O)COC(=O)CCS(=O)(=O)c3ccc(C)cc3)CC2)cc1	-4	-0.1	-73	-0.4	-1
36	CC(=O)Nc1ccc(S(=O)(=O)Oc2ccc(Br)cc2C(=S)N2CCOCC2)cc1	-6	-0.1	-6	3.9	-7

cpd	ZTA DNA inh	PREPL inhibitor	PP1 inh	TPT1 inhibitor
25	0	17	-7	.
26	-2	-12	-1	-1
27	5	-8	-9	-2
28	-13	-12	-1	-5
29	-5	8	-2	-3
30	13	5	1	4
31	-14	4	-2	0
32	-1	-1	1	-3
33	1&-7	8&9	-1&-3	3&2
34	-5	8	-6	-4
35	-10	17	-1	-1
36	-24	-15	-1	-2

Compound profiles (already shown):
N#C/C(=C\c1cccnc1)C(=O)Nc1ccccc1 in the list: EBNA-1 inhibitor = 5; Efflux pump inh = 0.3; Fh CTSL1 inh = -1; PP5 inh = 0.8; HCV core dimer = 3; ZTA DNA inh = 8; PREPL inhibitor = -2; PP1 inh = 4; TPT1 inhibitor = 1
CC(=O)Nc1ccc(S(=O)(=O)Oc2ccc(Br)cc2C(=S)N2CCOCC2)cc1 in the list: EBNA-1 inhibitor = -6; Efflux pump inh = -0.1; Fh CTSL1 inh = -6; PP5 inh = 3.9; HCV core dimer = -7; ZTA DNA inh = -24; PREPL inhibitor = -15; PP1 inh = -1; TPT1 inhibitor = -2

Next records.
cpd	SMILES	EBNA-1 inhibitor	Efflux pump inh	Fh CTSL1 inh	PP5 inh	HCV core dimer
37	O=C(Nc1ccccc1OC(F)F)c1ccc(Br)o1	3	0.1	0	-0.3	1
38	CN(C)S(=O)(=O)c1ccc(N2CCCC2)c(C(=O)NC2(C)CCS(=O)(=O)C2)c1 (stereo not given)	8	-0.1	-22	-2.0	3
39	O=C(CCN1C(=O)C2C3C=CC(C3)C2C1=O)Nc1ccccn1 (stereo not given)	-1	0.1	1	0.3	-1
40	CCC(=O)Nc1nnc(-c2ccc(Cl)s2)o1	-3	0.1	-2	3.0	-9
41	CCc1ccc(/C=N/n2c(COc3ccccc3)n[nH]c2=S)cc1	1	0.4	-6	4.9	5
42	CCN(CC)CCNC(=S)Nc1ccc(F)cc1	1	0.0	1	-0.8	-1
43	CCOc1ccc(NC(=O)CN(C)C(=O)c2ccccc2OCc2cccc(C)c2)cc1OCC	.	0.0	.	2.5	.
44	NNC(=O)Cn1nc(Cc2ccccc2)n(N)c1=O	.	0.2	.	-0.3	.
45	COc1ccc(OC)c(-c2cc(C(=O)N3CCc4ccccc4C3)no2)c1	2	-0.2	-3	3.4	-1
46	Cc1ccccc1OCCCN1C(=O)C(=O)c2cccc(C)c21	12	-0.1	4	1.3	6
47	O=C(O)c1ccc(N=Nc2c(O)[nH]c3cc(Cl)ccc23)cc1	6	-0.1	8	-2.1	-6
48	CCOC(=O)c1cnn(-c2ccc(F)cc2)c1N	-6	0.0	2	3.1	-12

cpd	ZTA DNA inh	PREPL inhibitor	PP1 inh	TPT1 inhibitor
37	12	-1	-1	-3
38	2	-1	-5	3
39	10	4	-3	2
40	-11	3	0	3
41	6	-1	0	-2
42	-4	1	-4	0
43	4	14	1	.
44	2	9	-2	.
45	-12	-21	1	-1
46	-6	-16	21*	-6
47	3	-2	-1	29*
48	-17	10	-3	3

Continuation:
cpd	SMILES	EBNA-1 inhibitor	Efflux pump inh	Fh CTSL1 inh	PP5 inh	HCV core dimer
49	O=C(c1ccc(-c2ccccc2)cc1)C1CCCN(C(=O)c2cncs2)C1 (stereo not given)	8	0.1	1	-2.1	11
50	O=C1CCN(Cc2ccc(Br)cc2)CCN1[C@H](CO)Cc1ccccc1	2	-0.1	0	1.6	8
51	NS(=O)(=O)c1cccc(NC(=O)c2cc(-c3cccs3)nc3ccccc23)c1	2	0.0	1	5.6	0
52	O=C(O)CSc1nnc(COc2ccccc2)n1-c1ccccc1	-3	-0.1	3	-2.7	0
53	CN(Cc1ccccc1)C(=O)COC(=O)c1ccc(Cl)cc1N	-8	0.1	-3	1.4	-3
54	CS(=O)(=O)NCc1nnc(SCc2ccccc2C(F)(F)F)o1	-8	0.1	-2	3.6	3
55	Nc1nc(SCC(=O)N2CCc3ccccc3C2)[nH]c(=O)c1-c1ccccc1	5	0.0	-1	0.0	2

cpd	ZTA DNA inh	PREPL inhibitor	PP1 inh	TPT1 inhibitor
49	6	12	-2	-2
50	1	-6	-2	-2
51	-12	-21	2	-2
52	2	4	-4	-1
53	3	-5	4	1
54	6	7	-1	-4
55	13	-4	-2	1
